# Screening results as filed in PubChem.
# 14-3-3g Raf: alters human 14-3-3 gamma binding to Raf peptide; FP, 14-3-3gamma / TMR-pS259-Raf peptide binding; inhibition, % at 40 µM; hit rate 0.19% among 160,000; in the data active = inhibition above about 30%;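 note: 0% = protein plus tracer without compound and 100% = blank with tracer alone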
# Target sequence (P61981 whole entry, looked up): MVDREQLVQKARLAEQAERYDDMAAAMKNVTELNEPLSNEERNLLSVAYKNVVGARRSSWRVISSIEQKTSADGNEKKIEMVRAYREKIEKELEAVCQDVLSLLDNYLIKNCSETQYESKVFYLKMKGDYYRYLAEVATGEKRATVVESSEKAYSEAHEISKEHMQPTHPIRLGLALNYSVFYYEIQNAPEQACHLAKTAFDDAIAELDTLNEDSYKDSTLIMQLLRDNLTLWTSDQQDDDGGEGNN
# Starred values were filed as active, the others as inactive; & = joins results of further samples. Only part of the results is shown. The share of hits here may be higher or lower than overall.
SMILES,14-3-3g Raf
Cc1ccc(C(=O)O)cc1NC(=O)c1ccnn1C,-1
O=c1cc(NCC2CCCO2)[nH]c(=O)n1-c1ccc(Cl)cc1 (stereo not given),-4
CCCS(=O)(=O)N1CCC(C(=O)N2CCOCC2)CC1,-6
Cc1c(C(c2ccccc2)c2c(C)n(C)n(-c3ccccc3)c2=O)c(=O)n(-c2ccccc2)n1C,-5
Cc1nn(-c2nc(-c3ccccc3)cc(C(F)(F)F)n2)c(C)c1Cl,-9
CC1=C(C(=O)Nc2ccc(C)c(Cl)c2)C(c2ccccc2Br)NC(=O)N1 (stereo not given),-19
O=C(CC1SC(=O)N(c2ccccc2)C1=O)Nc1ccc(Cl)cc1 (stereo not given),-22
CCOc1ccccc1C1C(C(=O)OCCSCC)=C(C)NC2=C1C(=O)CCC2 (stereo not given),0
CCCCCN1C2=C(C(=O)CC(C)(C)C2)C(c2ccc(Cl)c([N+](=O)[O-])c2)C2=C1CC(C)(C)CC2=O,-10
CCc1ccccc1NC(=O)c1cc2c(=O)n3cccc(C)c3nc2s1,10
CCCc1cc(-c2nc(N)ncc2-c2ccc3c(c2)OCCCO3)c(O)cc1OC,0
Cc1ccccc1Cn1cc(NC(=O)c2cc3nc(-c4ccco4)cc(C(F)(F)F)n3n2)cn1,-7
O=C(CSc1nnc(-c2cccs2)o1)NCC1CN(Cc2ccccc2)CCO1 (stereo not given),-5
Cc1c(C)c2ccc(O)c(C)c2oc1=O,-11
CCOC(=O)c1c(NC(=O)C2C3CCC(O3)C2C(=O)O)sc2c1CCC(CC)C2 (stereo not given),-4
CCS(=O)(=O)N1CCN(Cc2ccncc2)CC1,1
C=CCn1c(SCC(=O)c2ccc(OC)cc2)nnc1-c1cc2cccc(OC)c2o1,3
COc1cc(C2C3=C(CC(C)(C)CC3=O)OC3=C2C(=O)CC(C)(C)C3)ccc1Oc1ccc([N+](=O)[O-])cc1C(F)(F)F,2
COc1ccc(C(=O)c2sc3nc(N)c(C#N)cc3c2N)cc1OC,-156
CCCc1cc(=O)[nH]c(SCC(N)=O)n1,-2&-8
CCOC(=O)c1c(CN2CCCC2)n(-c2ccccc2)c2cc(Br)c(O)cc12,-13
COC(=O)c1ccc(CNC(C)(C)C)o1,8
CCN(CC)S(=O)(=O)c1cccc(C(=O)OCC(=O)N2CC(=O)Nc3ccccc32)c1,2
CN(C)S(=O)(=O)N(CC(=O)N1CCOCC1)c1ccccc1,-2
O=C1CCCc2c1[nH]c1ccc(OCc3ccccc3)cc21,-11
Cc1cccc2cc(C#N)c(NCCNC(=O)NC3CCCCC3)nc12,-4
CC(=O)N1CCc2cc(S(=O)(=O)NC(CC(C)C)C(=O)N3CCCC3)ccc21 (stereo not given),-3
COc1cccc(NC(=O)CSCc2n[nH]c(=O)[nH]2)c1,1
Cn1c2ccc(N=Cc3cc([N+](=O)[O-])ccc3O)cc2c2nc3ccccc3nc21,-52
COc1cccc(C2=CC(c3ccc(OC)c(OC)c3OC)n3nnnc3N2)c1 (stereo not given),-2
CCC(C)NC(=O)CS(=O)Cc1nc(-c2ccccc2C)oc1C (stereo not given),-9
O=C1CN(C(=O)c2ccc(S(=O)(=O)N3CCCCC3)cc2)C(c2ccc(F)cc2)c2cc(Cl)ccc2N1 (stereo not given),-12
COCCCNc1nc2c(c(=O)[nH]c(=O)n2C)n1CCCc1ccccc1,2&-10
CCCCN(C)C(=O)CCC(=O)Nc1ccc2nc(N3CCOCC3)cc(C)c2c1,-2
CC(C)[C@H](NC(=O)NCc1cccs1)C(=O)O,-6
O=C(COc1ccccc1O)c1cccs1,3
Cc1ncc(CO)c2cc(C(=O)Nc3ccc(Cl)cc3)c(=O)oc12,-1
O=C(NC1CCCCCCC1)C1=COCCO1,0
O=C(c1ccccc1O)N1N=C(c2ccccc2)CC1(O)C(F)(F)F (stereo not given),-3
CC(C)CC(C(=O)Nc1ccccc1C(C)C)N1C(=O)c2ccccc2C1=O (stereo not given),-4
CCOC(=O)CSc1nc2c(c(=O)[nH]c(=O)n2C)n1Cc1cccc(Br)c1,-11
Fc1ccc(-c2nnn(Cc3ccccc3Cl)n2)cc1,-1
CCOC(=O)c1sc(NC(=O)C(CC)Sc2nc3ccccc3[nH]2)nc1C (stereo not given),-1
Cc1ccc(C2C3=C(CC(C)(C)CC3=O)Nc3nc(SCc4cccc(F)c4)[nH]c(=O)c32)cc1 (stereo not given),2
Cc1ccc2c(c1)N(CCC(=O)NCCN1CCOCC1)C(=O)CO2,-8&-3
CCOC(=O)CNC(=O)CSc1nc2nc(C)c(Br)cc2[nH]1,6
O=c1[nH]c2ccccc2c2nc3ccccn3c12,-9
Cn1cc(CCCC(=O)NC2CCCC2)c2ccccc21,0

# An excerpt of these results, with bars between the fields:
Compound | 14-3-3g Raf
O=C(NC1CCCCCCC1)C1=COCCO1 | 0
O=C(c1ccccc1O)N1N=C(c2ccccc2)CC1(O)C(F)(F)F (stereo not given) | -3
CC(C)CC(C(=O)Nc1ccccc1C(C)C)N1C(=O)c2ccccc2C1=O (stereo not given) | -4
CCOC(=O)CSc1nc2c(c(=O)[nH]c(=O)n2C)n1Cc1cccc(Br)c1 | -11
Fc1ccc(-c2nnn(Cc3ccccc3Cl)n2)cc1 | -1
CCOC(=O)c1sc(NC(=O)C(CC)Sc2nc3ccccc3[nH]2)nc1C (stereo not given) | -1
Cc1ccc(C2C3=C(CC(C)(C)CC3=O)Nc3nc(SCc4cccc(F)c4)[nH]c(=O)c32)cc1 (stereo not given) | 2

# Additional records.
SMILES,14-3-3g Raf
C[n+]1cnn2c1SCC1(COC1)C2,-11
CCOC(=O)c1cc2c(=O)n3ccccc3nc2n(C)c1=NC(=O)c1ccc2ccccc2c1,-11
Cc1cccc2nc(-c3ccccc3)c(Nc3ccc4c(c3)OCCO4)n12,-10
O=c1oc2cc(OCc3cccc(Cl)c3)ccc2c2c1CCCC2,-11
O=C1CN(C(=O)CN2CCCC2)C(c2ccccc2)c2cc(Br)ccc2N1 (stereo not given),1
CC1CCN(c2c([N+](=O)[O-])nn(-c3ccc4c(c3)OCCO4)[n+]2[O-])CC1,-2
Cc1c(C(=O)O)oc2ccc(S(=O)(=O)N(C)Cc3ccccc3)cc12,-9
CCCCCCN1Cc2ccccc2C1,-7
CCc1cc2c(=O)c(-n3cnc4ccccc43)coc2cc1O,-8
c1ccc(CSc2nnc3sc4ccccc4n23)cc1,2
Cc1cc(C)c(NC(=O)CSc2nc3ccccc3n2C)c(C)c1,-9
Cc1cc(OCC(=O)NCCO)ccc1Cl,3
CCOc1ccc2nc(NS(=O)(=O)c3cc(Br)cc4c3N(C(=O)C3CC3)CC4)sc2c1,-6
CCOC(=O)c1c(N=Cc2cc(Br)cc(OCC)c2O)sc2c1CCCC2,-13
CC(=O)c1c(C)[nH]c(C(=O)NCc2ccccn2)c1C,-9&9
COc1ccc(C(C)=O)cc1CSc1nc2ccccc2s1,-5
Cc1ccc(CNC(=O)c2coc(=O)c3ccccc23)o1,-9&5
CCN(CC)C(=O)C1CCN(S(=O)(=O)c2ccc(C3CNC(=O)C3)cc2)CC1 (stereo not given),0
COc1ccc2cc(CN(CCCN3CCOCC3)Cc3nnnn3C3CCCC3)c(=O)[nH]c2c1,6
O=C(NCCC1=CCCCC1)C1c2ccccc2Oc2ccccc21,3
CC(C)(C)c1ccc(-c2nnc(NC(=O)c3ccccc3Br)s2)cc1,3
CCOC(=O)NC1(C(F)(F)F)C(=O)NC(C)=C1C#N (stereo not given),-2
CCCN1CCN(C(=O)C2CCN(S(=O)(=O)c3ccc4c(c3)oc(=O)n4C)CC2)CC1,6
CCOC(=O)c1sc(Nc2ccccc2)nc1-c1ccc([N+](=O)[O-])cc1,-1
COc1cccc(NS(=O)(=O)c2c(C)cc(C)cc2C)c1,0
COc1cccc(OC)c1OCCCSc1nc(C)cc(=O)[nH]1,-6
COC(=O)CSc1nnc2c3c4c(sc3nc(-n3nc(C)cc3C)n12)COC(C)(C)C4,-9
C=CCn1c(SCC(=O)c2cccc3ccccc23)nnc1-c1ccc(OC)cc1,0
CCCC1CCC(C(=O)Nc2cc3cccc(OC)c3oc2=O)CC1 (stereo not given),3
O=C(c1ccc2nc3sc4c(c3c(=O)n2c1)CCCC4)N1CCN(c2cccc(C(F)(F)F)c2)CC1,-49
CN(C(=O)CSc1nnnn1-c1ccccc1)C1CCCCC1,6
CCOC(=O)C1=CN(C(C)C)C=C(C(=O)OCC)C1c1cccc(Br)c1,-5
Cc1c(NC(=O)CN2CC(C)OC(C)C2)c(=O)n(-c2ccccc2)n1C (stereo not given),-1
CCOC(=O)CC1C(=O)NCCN1C(=O)Nc1ccccc1 (stereo not given),0
COc1ccccc1N1C(=O)C2C(c3cccc(OC)c3O)NC(CC(C)C)(C(=O)O)C2C1=O (stereo not given),-4
CN(C)S(=O)(=O)c1ccc(NC(=O)c2cc3ccccc3o2)cc1,3

# Shown with the structure last: part of the list above.
14-3-3g Raf	structure
0	C=CCn1c(SCC(=O)c2cccc3ccccc23)nnc1-c1ccc(OC)cc1
3	CCCC1CCC(C(=O)Nc2cc3cccc(OC)c3oc2=O)CC1 (stereo not given)
-49	O=C(c1ccc2nc3sc4c(c3c(=O)n2c1)CCCC4)N1CCN(c2cccc(C(F)(F)F)c2)CC1
6	CN(C(=O)CSc1nnnn1-c1ccccc1)C1CCCCC1
-5	CCOC(=O)C1=CN(C(C)C)C=C(C(=O)OCC)C1c1cccc(Br)c1

# (list continues)
SMILES,14-3-3g Raf
COc1c(Cl)cc(-c2noc(C)c2C(=O)NC(C)C)cc1Cl,-3
Cc1cc(Cl)ccc1NC(=O)C1CC(=O)NC(Nc2nc3ccccc3s2)=N1 (stereo not given),-3
O=C(CSc1ccc2ccccc2c1)Nc1cccc(C(F)(F)F)c1,-12
Cc1ccc2c(c1)C(c1ccccc1)N(C(=O)c1ccc(OC(C)C)cc1)CC(=O)N2 (stereo not given),-7
CCN(C(=O)c1cc2cc3ccc(OC)cc3nc2o1)c1ccc(C)c(C)c1,0
Cc1ccc(NC2=CC(=NS(=O)(=O)c3ccc(F)cc3)c3ccccc3C2=O)cc1,-50
O=C1NC(=S)C(=Cc2ccccc2O)S1,-23
COCCn1c(-c2ccc(OC)cc2)cnc1N,-11
CCOc1ccc(NC(=O)CSc2ncn[nH]2)cc1,0
N#Cc1c(N)nc2c(c1-c1ccncc1)CCCC2,1
CCOC(=O)c1cnc2c(C)cc(C)cc2c1Nc1ccc(N(C)C)cc1,0
Nc1nc(SCC(=O)NCC2CCCO2)n[nH]1 (stereo not given),13
O=C(O)c1cc(-c2c[nH]c3ccccc23)nc2ccc3ccccc3c12,-17
O=[N+]([O-])c1ccc2nonc2c1Nc1ccc(-c2ccccc2)cc1,-22
c1ccc(N2CCN(C3CCSC3)CC2)cc1 (stereo not given),-7
O=S(=O)(Cc1ccccc1)N1CCN(C/C=C/c2ccccc2)CC1,-3
COc1ccc(N2CCN(c3ccc(N4C(=O)CC(c5ccccc5)C4=O)cc3[N+](=O)[O-])CC2)cc1 (stereo not given),1
CCOC(=O)c1c(-c2ccc(F)cc2)csc1NC(=O)CSc1nnc2ccccn12,-4
CC(=O)c1cn(CC(=O)NCc2cccnc2)c2ccccc12,-3
Cc1ccc2c(CC(=O)NC3=NCCS3)coc2c1,-9
CC(=O)c1ccc(OCC(O)CN2CCOCC2)cc1 (stereo not given),-1
CCOC(=O)c1sc(-c2ccccc2)cc1NC(=O)c1ccc(S(=O)(=O)N2CCOCC2)cc1,-7
Cc1ccc(-n2c(SCC(=O)Nc3ccccc3F)nc3c(c2=O)SCC3)cc1,-3
COC(=O)c1ccccc1NC(=O)c1cc(-c2ccc(C)cc2)nc2ccccc12,-9

# Looked up above:
# 14-3-3g Raf result of `CCOC(=O)c1sc(-c2ccccc2)cc1NC(=O)c1ccc(S(=O)(=O)N2CCOCC2)cc1` reads -7
# 14-3-3g Raf result of `Cc1ccc2c(CC(=O)NC3=NCCS3)coc2c1` reads -9

# (further entries)
SMILES,14-3-3g Raf
CCc1c(C)nc2ncnn2c1N1CCC(C(=O)N2CCN(c3ccccc3)CC2)CC1,-2
COC(=O)C1=C(C)NC2=C(C(=O)c3ccccc32)C1c1ccc(Sc2ccccc2)o1 (stereo not given),-49
COC(=O)c1c(NC(=O)CCCC(=O)O)sc2c1CCC(C)C2 (stereo not given),3
CCC1(C)Nc2ccccc2C(=O)N1c1ccc(Cl)cc1 (stereo not given),7
Cc1ccc(C2=CC(c3cc(Cl)ccc3OC(F)F)n3nnnc3N2)cc1 (stereo not given),-8
CCS(=O)(=O)N1CCCC(C(=O)NC2CCCC2)C1 (stereo not given),-5&-4
Cc1cccc(CCNC(=O)c2cc(=O)[nH]c3ccc(Br)cc23)c1,-7
O=C(NCc1cccs1)C(Cc1ccccc1)NS(=O)(=O)c1cccs1 (stereo not given),1
CCc1ccc(-c2ccc(C(=O)Nc3ccc(I)cc3C)cc2)nc1,-16
CCN1C(=O)NC2C1N(C)C(=O)N2C (stereo not given),-3
O=c1n(Cc2ccccc2Cl)c2sc3c(c2c2ncnn12)CCCC3,-3
CCOc1ccc(N(CC(=O)O)S(=O)(=O)c2ccc(OC)c(OC)c2)cc1,0
COc1ccc(C(=O)n2nnc3ccccc32)cc1Br,-10
CC1=C(C(=O)OC(C)C)C(c2ccc(C(C)(C)C)cc2)N2C(=O)C(C)SC2=N1 (stereo not given),-5
COc1cc(OC)cc(-n2c(=O)c3sccc3n(Cc3c(C)cc(C)cc3C)c2=O)c1,-5
O=C1NC2=C(CCc3ccccc32)C(c2cccs2)N1 (stereo not given),-13
COc1cccc(-n2c(N)c(C(=O)Nc3ccccc3F)sc2=S)c1,-6
Brc1ccc2[nH]cc(-c3nnc4ccc5ccccc5n34)c2c1,-3
C=CCn1c(Cc2ccc(OC(C)C)c(Cl)c2)nnc1SCC(N)=O,0
CN=C(NS(=O)(=O)c1ccc(C)cc1)c1ccccc1,-9
COc1ccc(-c2nnc(NC(C)=O)s2)cc1,-13
Cc1cc(OCC(=O)Nc2ccc(S(=O)(=O)Nc3nccs3)cc2)ccc1Br,-3
Cc1ccccc1OCCCC(=O)NCc1ccco1,-9
O=C(CCN1C(=O)C2C3C=CC(C3)C2C1=O)NCCc1ccccc1Cl (stereo not given),-8
O=C(O)CCC(=O)N(CCc1ccccc1)C1CC(=O)N(c2ccc(Br)cc2)C1=O (stereo not given),1
